Neddylation inh: inhibitors of human cullin neddylation; AID 651699; calls only at 25 µM; TR-FRET cullin neddylation, biochemical; P61081+Q13564; 360,000 compounds, 0.58% hits; in the data active = inhibition above about 36%
NadD block: NadD (S. aureus) enzyme inhibition. purified NadD enzyme, colorimetric absorbance read-out. inhibition, % at 20 µM. 360,000 compounds, 0.78% hits. AID 602399; in the data active = inhibition above about 26%; also: some compounds past the cut are filed as inactive
LMPTP block: LMPTP (human) inhibition; 360,000 compounds, 0.22% hits; inhibition, % at 20 µM; recombinant LMPTP-A, OMFP fluorogenic substrate, fluorescence intensity; P24666;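 active = compounds that cut the enzyme signal by at least half of the control window in the single-dose screen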;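 also: plate controls were DMSO wells with enzyme plus substrate for no effect and substrate without enzyme for full effect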
Target sequence (P24666 whole entry, looked up): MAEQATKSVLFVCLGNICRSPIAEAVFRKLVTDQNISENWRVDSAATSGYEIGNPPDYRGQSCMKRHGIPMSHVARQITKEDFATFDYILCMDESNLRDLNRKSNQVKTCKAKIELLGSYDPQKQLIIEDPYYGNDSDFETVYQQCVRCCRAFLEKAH
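material = LMPTP-A | quantity = 0.625 nM enzyme | reagent = OMFP substrate, 400 µM final | buffer or medium = Bis-Tris pH 6.0, DTT, detergent | detection = endpoint fluorescence intensity from OMFP dephosphorylation | dosing = single 20 µM dose | read-out basis = % inhibition relative to no-enzyme and uninhibited control wells | control set = no-enzyme and uninhibited controls | timing = 50 min at room temperature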
Rpn11 block: Rpn11 (human) deubiquitinase inhibition; calls only at 20 µM; 360,000 compounds, 0.59% hits; human 26S proteasome, Ub4-pepOG fluorescence polarization; 20S core pre-blocked with epoxomicin; AID 588493;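 active = inhibition at 20 µM, scaled to each plate's controls, above about 33%, limit read from the data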
Target sequence (O00487 whole entry, looked up): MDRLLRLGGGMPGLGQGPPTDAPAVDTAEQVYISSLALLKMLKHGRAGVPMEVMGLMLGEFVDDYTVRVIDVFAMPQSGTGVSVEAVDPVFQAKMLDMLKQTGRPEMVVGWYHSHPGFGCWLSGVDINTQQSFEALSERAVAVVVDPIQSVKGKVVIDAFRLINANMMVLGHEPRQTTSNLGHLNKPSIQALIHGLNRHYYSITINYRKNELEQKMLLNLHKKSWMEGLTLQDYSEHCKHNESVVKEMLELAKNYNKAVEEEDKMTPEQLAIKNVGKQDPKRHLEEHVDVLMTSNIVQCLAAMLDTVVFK
Scp-1 inhibitor: Scp-1 (human) phosphatase inhibition | Q9GZU7 | Recombinant Scp1, phosphopeptide, malachite green phosphate absorbance | inhibition, % at 20 µM | 340,000 compounds, 0.88% hits;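 active = inhibition above about 50% at 20 µM, limit read from the data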;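 also: plate controls were DMSO wells with enzyme for no effect and wells lacking enzyme for full effect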
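Test system: SCP-1 phosphatase catalytic domain, residues 76-261 | Compound dosing: One concentration, 20 µM, with 1.0% DMSO | Schedule: 45 min room-temperature reaction, 5 min colour, 30 min stabiliser | Detection: Absorbance at 630 nm | Read-out basis: % inhibition of SCP-1 phosphate liberation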
SUMO1-SIM PPI: modulators of human SUMO1-mediated protein-protein interactions; AID 602429; SUMO1 binding to a labelled peptide, TR-FRET, 1 h; P63165; inhibition, % at 20 µM; 360,000 compounds, 0.33% hits; in the data active = inhibition above about 37%
Target sequence (P63165 whole entry, looked up): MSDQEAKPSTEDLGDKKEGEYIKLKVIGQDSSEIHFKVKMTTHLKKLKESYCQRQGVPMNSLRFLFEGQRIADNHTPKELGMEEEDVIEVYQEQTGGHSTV
DNMT1 block: blocks human DNA methyltransferase DNMT1. inhibition (reported as % activation of signal), % at 10 µM. P26358. 360,000 compounds, 0.83% hits. DNMT1 molecular beacon, Hinp1I cleavage, fluorescence. AID 588458; in the data active = inhibition above about 50%
STEP block: inhibitors of human striatal-enriched phosphatase STEP; recombinant STEP, OMFP fluorogenic substrate, fluorescence; inhibition, % at 20 µM; 360,000 compounds, 0.25% hits; AID 588621;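 active = inhibition at 20 µM, scaled per plate between control wells, above about 37%, limit read from the data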;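 also: 0% = DMSO with enzyme and substrate and 100% = substrate only without enzyme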
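medium = Bis-Tris buffer pH 6.0, 2.5 mM DTT, 0.005% Tween 20 | test system = STEP (striatal-enriched tyrosine phosphatase) enzyme, cell-free | measure = normalized % inhibition | compound dosing = 20 µM, 1% DMSO | also added = 25 µM OMFP | schedule = reaction 20 min, ambient temperature | measured by = fluorescence read at 480 nm ex / 540 nm em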
CSN inh: blocks human CSN-mediated cullin deneddylation. Purified CSN, SCF-Nedd8-OG deneddylation, fluorescence polarization. inhibition, % at 12.5 µM. 360,000 compounds, 0.38% hits. AID 651999;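 active = pattern-corrected inhibition above about 35%, with an unprinted fluorescence ratio check between 0.5 and 1.5, limit read from the data, passing the limit was not always enough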;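 also: 0% = enzyme with substrate and 100% = substrate without enzyme; some results filed as inactive read as strong as hits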
Target sequence (Q92905 whole entry, looked up, one chain of several): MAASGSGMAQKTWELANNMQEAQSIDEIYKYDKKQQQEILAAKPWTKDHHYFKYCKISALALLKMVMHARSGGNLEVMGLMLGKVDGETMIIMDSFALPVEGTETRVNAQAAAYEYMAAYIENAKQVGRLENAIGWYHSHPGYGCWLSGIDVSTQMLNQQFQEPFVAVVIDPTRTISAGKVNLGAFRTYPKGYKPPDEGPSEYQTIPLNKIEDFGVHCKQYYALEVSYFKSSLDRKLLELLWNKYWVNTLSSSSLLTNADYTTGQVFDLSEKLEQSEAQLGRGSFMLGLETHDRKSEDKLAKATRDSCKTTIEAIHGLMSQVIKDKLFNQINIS
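test system = HEK293T-derived human Csn5 enzyme | amount = 0.24 nM Csn5 enzyme, final concentration | medium = Tris/NaCl/DTT buffer, pH 7.5 | schedule = 90 min reaction at room temperature | signal = FP | evaluation = inhibition of Csn5 cleavage, % | compound dosing = single dose of 12.5 µM compound with 0.25% DMSO | probe or stimulus = 10 nM SCFSkp2-Nedd8OG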
Rin1 Abl inh: human Rin1-Abl interaction inhibition; P00519+Q13671; inhibition, % at 7.35 µM; 360,000 compounds, 0.4% hits; AID 588664; TR-FRET Rin1/Abl binding, biochemical; in the data active = inhibition above about 5%, passing the limit was not always enough
* = called active by the depositor; i = inactive; nt = no result given; + = active, no number.

SMILES | Neddylation inh | NadD block | LMPTP block | Rpn11 block | Scp-1 inhibitor | SUMO1-SIM PPI | DNMT1 block | STEP block | CSN inh | Rin1 Abl inh
COC(=O)Cc1[nH]n(-c2nc3ccccc3s2)c(=O)c1C(C)=Nc1ccc(C)cc1 | i | 3 | -0.5 | i | 3 | 2 | 12 | 0 | 3 | 1
Cc1ccc(C)c(NCc2n[nH]c(=S)n2-c2ccccc2)c1 | i | -8 | -2.1 | i | -1 | -1 | 1 | 0 | 3 | -2
CC(C)NCC(O)COCc1ccc(Cl)cc1 (stereo not given) | i | 4 | -1.6 | i | 3 | 3 | -1 | -2 | 1 | -2
CCN(c1ccccc1)S(=O)(=O)c1ccc(C(=O)Nc2cccc(C)n2)cc1 | i | -3 | 1.7 | i | 50 | 3 | -5 | 5 | -5 | 0
CC(=C/c1ccccc1)/C=N/Nc1nc(N2CCOCC2)nc(N2CCOCC2)n1 | i | -1 | -0.9 | i | -12 | -7 | -6 | -2 | -1 | -2
Cc1ccc(C(O)(c2ccccc2)c2ccccc2C(C)N(C)C)c(C)c1 (stereo not given) | i | -6 | 0.6 | i | -3 | 0 | 6 | 2 | 3 | 7
CCN1CCN(C(c2ccccc2F)c2nnnn2Cc2ccc3c(c2)OCO3)CC1 (stereo not given) | i | -4 | -1.6 | i | -7 | -6 | -1 | -3 | 7 | 1
CCc1cc(C(=O)NCC(C)(C)N2CCOCC2)sc1C | i | -1 | -0.8 | i | 15 | 3 | 0 | 2 | -2 | -1
O=C(COc1ccc(Br)cc1)N1CCc2ccccc21 | i | -13 | 0.6 | i | -21 | 5 | 1 | 2 | -10 | -3
O=C(Cn1c(=O)oc2ccccc21)Nc1ccc(Br)cc1 | i | -8 | 1.1 | i | -2 | 6 | 2 | 1 | -2 | -1
CCCCc1ccc(NC(=O)CSc2nc(=O)n(CCN(CC)CC)c3c2CCCC3)cc1 | i | -6 | 0.1 | i | 2 | -12 | -2 | 1 | 1 | 1
OCCN1CCN(CC(O)COCC2COc3ccccc3O2)CC1 (stereo not given) | i | 3 | -2.2 | i | 8 | -4 | 4 | -2 | -9 | 3
Oc1ccc(Nc2ccc3ccccc3c2)cc1 | i | 15 | 1.5 | i | 3 | -9 | -56 | -2 | 3 | 3
O=C1c2ccccc2NC(c2ccc3c(c2)OCCO3)N1c1ccc2c(c1)OCCO2 (stereo not given) | i | -3 | -0.7 | i | -10 | -1 | -3 | 1 | 2 | -4
CCOC(=O)c1c(-c2ccc(C)cc2)csc1NC(=O)CCN1CC(C)OC(C)C1 (stereo not given) | i | -6 | 2.4 | i | 0 | 2 | 1 | 3 | -8 | 0
COc1ccc(CC(=O)Nc2cccc(C(=O)NN3C(=O)c4ccccc4C3=O)c2C)cc1 | i | 1 | 1.4 | i | 3 | 1 | 6 | -3 | -1 | -4
CCO[C@@H]1OC(C(=O)NCc2nc3ccccc3[nH]2)=C[C@H](C2CCCCC2)[C@H]1CCCO | i | 2 | 0.4 | i | 0 | -2 | 4 | -1 | -2 | 2
CC(c1nc2ccccc2[nH]1)n1c(-c2ccncc2)nc2ccccc21 (stereo not given) | i | nt | -1.4 | nt | nt | 1 | nt | nt | 3 | nt
Cc1nc2ccccc2c(=O)n1-c1ccc(NS(=O)(=O)c2ccc(F)cc2)cc1 | i | -1 | -0.2 | i | -2 | 1 | 3 | 0 | 34 | 1
CN(C)C(=O)CCc1ccc2c3c([nH]c2c1)[C@]1(CCC2CCCC2)[C@@H](C(=O)N2CCOCC2)C[C@H](CC(=O)NCC24CC5CC(CC(C5)C2)C4)C(=O)N1CC3 | i | -3 | 2.0 | i | 9 | 2 | -21 | -1 | -5 | -3
O=C(CCC(=O)N1CCN(c2ccc(Cl)c(Cl)c2)CC1)c1ccccc1 | i | 1 | 5.2 | i | -9 | 8 | -3 | 2 | 5 | 1
CCCOc1cccc(OCCSc2nc(C)cc(=O)[nH]2)c1 | i | -7 | 1.6 | i | -4 | -3 | -2 | 2 | -3 | 0
O=C(O)c1cccc(-c2ccc(/C=N/NC(=O)C3COc4ccccc4O3)o2)c1 (stereo not given) | i | 1 | 0.5 | i | 27 | 1 | 5 | 1 | 4 | 3
Cc1ccc(NC(=O)COC(=O)CN2C(=O)NC(C)(C)C2=O)cc1S(=O)(=O)N1CCOCC1 | i | -5 | 0.2 | i | 2 | 25 | 1 | 3 | -1 | 3
COc1ccc(C)cc1S(=O)(=O)N(C)CC(=O)NC1CCCCCC1 | i | 9 | -0.8 | i | 7 | -2 | 2 | 1 | -22 | 1
COc1cc(NC(=O)c2cc(-c3ccc(C)cc3)on2)cc(OC)c1OC | i | -5 | 0.2 | i | -5 | 1 | -18 | -2 | 0 | -1
O=C(CCNC(=O)c1ccco1)Nc1cccc(C(F)(F)F)c1 | i | 2 | -0.8 | i | -1 | 4 | 0 | -1 | 4 | 4
O=C(CCNC(=O)N1CC(=O)Nc2ccccc21)NCc1ccccc1Cl | i | 2 | 0.2 | i | nt | 2 | 6 | -1 | 1 | -2
CC(=O)OCC(OC(C)=O)C(OC(C)=O)C(OC(C)=O)C(=O)Nc1ccccc1C (stereo not given) | i | -3 | -2.0 | i | 7 | 0 | -1 | 4 | 3 | 5
O=C(COc1ccc(Cl)cc1)N1CCN(c2ccc([N+](=O)[O-])c(N3CCCCC3)c2)CC1 | i | 14 | 7.2 | i | 6 | -10 | -1 | 2 | 1 | 0
COC(=O)c1ccc(=O)n(CC(=O)c2ccc(Cl)cc2)c1 | i | -2 | -3.3 | i | -4 | 0 | -1 | 2 | -3 | -1
O=C(CCCCC(=O)Nc1c(I)cc(I)c(C(=O)O)c1I)Nc1c(I)cc(I)c(C(=O)O)c1I | i | 0 | -1.4 | i | -14 | 13 | 0 | 4 | 0 | 1
COc1ccc(-n2c(Cc3cccn3C)nnc2SCC(=O)Nc2cc(C)cc(C)c2)cc1 | i | 7 | 1.7 | i | -4 | -5 | -4 | -1 | -2 | 1
COc1cc(/C=N/NC(=O)c2nc(C)cc(C)n2)ccc1O | i | -2 | -1.6 | i | -13 | -18 | 3 | -3 | 0 | -3
O=C(CSc1nnc(Cc2ccccc2)n1C1CCCCC1)N1CCOCC1 | i | -2 | -1.9 | i | -3 | 0 | 1 | -1 | -3 | 3
Cc1cc2cc(CN(Cc3ccc4c(c3)OCO4)Cc3nnnn3C3CCCC3)c(=O)[nH]c2cc1C | i | 1 | 4.0 | i | -1 | -4 | -2 | 7 | -3 | 0
CCCc1c(C)nc2ccc(OC)cc2c1SCCC(=O)O | i | -1 | -0.2 | i | 9 | 0 | 2 | -1 | -7 | 0
COc1ccc(NC(=O)CN2CCOCC2)cc1 | i | -3 | -0.9 | i | -8 | 2 | 0 | -2 | -2 | 0
COc1cc(OC)cc(C(=O)NCCCNC(=O)c2ccccn2)c1 | i | -3 | -1.0 | i | -2 | 3 | 0 | 1 | 3 | 0
COc1cc(NC(=O)CCCNC(=O)Cn2cnc3sc4c(c3c2=O)CCCC4)cc(OC)c1OC | i | 0 | -0.2 | i | 8 | -1 | 0 | 0 | -4 | 2
Nc1c(C(=O)O)sc2nc(-c3ccc(F)cc3)cc(-c3ccccc3)c12 | i | 37* | 0.8 | + | -6 | -14 | -3 | 2 | -1 | -5
O=C(C1CCC1)N1CCC(O)(c2cccc(F)c2)CC1 | i | -5 | -1.0 | i | -3 | 0 | -1 | -4 | -2 | 4
CSc1n[nH]c(NCc2cccs2)n1 | i | -5 | -0.7 | i | -3 | -3 | 1 | -4 | -3 | -3
NC(=O)CCn1nc(-c2ccc(Cl)cc2)c2ccccc2c1=O | i | -2 | 0.9 | i | -7 | -1 | 1 | -1 | -2 | -1
COc1ccc(N(C)S(=O)(=O)c2cccc3nsnc23)cc1 | i | -7 | -1.2 | i | -1 | -21 | -1 | -1 | 7 | 1
O=C(N/N=C/c1cccnc1)c1ccc2c(c1)OCO2 | i | 0 | -1.1 | i | -10 | -9 | 1 | 1 | 0 | -2
CC1(C)OC(C)(C)/C(=C/Nc2ccccc2)C1=O | i | -2 | -1.1 | i | -7 | -3 | 1 | 1 | 3 | -2
CCN(CC)c1ccc(C=Nc2ccc(N(C)C)cc2)c(O)c1 | i | -4 | 7.9 | nt | 0 | -23 | -13 | -3 | 42* | 7

Part of the list above, reformatted.
Values in the order – Neddylation inh | NadD block | LMPTP block | Rpn11 block | Scp-1 inhibitor | SUMO1-SIM PPI | DNMT1 block | STEP block | CSN inh | Rin1 Abl inh
O=C(N/N=C/c1cccnc1)c1ccc2c(c1)OCO2
    i | 0 | -1.1 | i | -10 | -9 | 1 | 1 | 0 | -2
CCN(CC)c1ccc(C=Nc2ccc(N(C)C)cc2)c(O)c1
    i | -4 | 7.9 | nt | 0 | -23 | -13 | -3 | 42* | 7

(next part)
SMILES | Neddylation inh | NadD block | LMPTP block | Rpn11 block | Scp-1 inhibitor | SUMO1-SIM PPI | DNMT1 block | STEP block | CSN inh | Rin1 Abl inh
Cc1cccc(-c2ncc(CN3CCC(CO)(CCCc4ccccc4)CC3)cn2)c1 | i | -3 | 1.9 | i | -9 | -2 | -3 | 2 | -8 | 3
CC(=O)c1ccc(N2CCN(C(=O)c3ccco3)CC2)c(F)c1 | i | 0 | -1.4 | i | -10 | 2 | 3 | 3 | 1 | 0
COc1ccc(N(CC(=O)NCc2ccc3c(c2)OCO3)S(=O)(=O)c2ccccc2[N+](=O)[O-])c(OC)c1 | i | -5 | 3.3 | + | -2 | 8 | 9 | 0 | 4 | -4
COC(=O)[C@H](Cc1ccc(O)cc1)NC(=O)Cn1cnc2c(NCc3ccccc3)ncnc21 | i | -4 | -0.9 | i | 10 | 1 | 3 | -2 | -5 | 0
Cc1nn(CC(=O)N2CCOCC2)c(=O)c2c1sc1ccccc12 | i | -5 | -0.3 | i | -8 | -5 | 4 | 1 | 1 | -2
Cc1ccc(-c2n[nH]c(=O)c3ccccc23)cc1N | i | 9 | -0.7 | i | -2 | 5 | 2 | 6 | -3 | -1
CN(Cc1cccc(F)c1)C(=O)c1cc(S(=O)(=O)N2CCOCC2)ccc1N1CCCC1 | i | -4 | 0.3 | i | 18 | 26 | 5 | -1 | 1 | 3
Nn1c(SCc2cccc(Br)c2)nnc1-c1ccncc1 | i | -10 | -0.3 | i | -11 | -4 | 1 | -4 | -2 | -3

A different layout for some results above.
smiles	Neddylation inh	NadD block	LMPTP block	Rpn11 block	Scp-1 inhibitor	SUMO1-SIM PPI	DNMT1 block	STEP block	CSN inh	Rin1 Abl inh
COC(=O)[C@H](Cc1ccc(O)cc1)NC(=O)Cn1cnc2c(NCc3ccccc3)ncnc21	i	-4	-0.9	i	10	1	3	-2	-5	0
Cc1nn(CC(=O)N2CCOCC2)c(=O)c2c1sc1ccccc12	i	-5	-0.3	i	-8	-5	4	1	1	-2
